DAGLB inh – blocks human DAGLB lipase activity; actives 0.059% (n = 340,000); inhibition, % at 5.17 µM; HEK293T DAGLB membrane lysate, EnzChek fluorogenic substrate; Q8NCG7; in the data active means inhibition above about 34%;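 further: 0% = enzyme with vehicle and 100% = wells lacking enzyme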
PKA-R1A act – activators of PKA-R1A complex. PKA-R1A dissociation, Cy5-IP20 fluorescence polarization; scaled: DMSO 0%, 113 µM cGMP 100%. actives 0.083% (n = 340,000). activation, % at 11.4 µM. P00514+P68181;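 active means percent activation above the mean of all tested compounds plus 3 SD, cut at about 19% in these data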;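 further: higher means more PKAc released from R1A so a rise in polarization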
HTR5A ag – counter-screen for OPRM1-OPRD1 agonists: human HTR5A agonism | P47898 | HTR5A agonist assay, luminescence, cell-based | activation, % at 9.3 µM | actives 0.61% (n = 340,000) | AID 504692; in the data active means activation mostly above about 9.5%, no sharp cut-off; inactive means mostly below about 7.6%;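 further: 0% = cells with vehicle only and 100% = reference agonist; strong numbers were not always called active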
Target sequence (P47898 whole entry, looked up): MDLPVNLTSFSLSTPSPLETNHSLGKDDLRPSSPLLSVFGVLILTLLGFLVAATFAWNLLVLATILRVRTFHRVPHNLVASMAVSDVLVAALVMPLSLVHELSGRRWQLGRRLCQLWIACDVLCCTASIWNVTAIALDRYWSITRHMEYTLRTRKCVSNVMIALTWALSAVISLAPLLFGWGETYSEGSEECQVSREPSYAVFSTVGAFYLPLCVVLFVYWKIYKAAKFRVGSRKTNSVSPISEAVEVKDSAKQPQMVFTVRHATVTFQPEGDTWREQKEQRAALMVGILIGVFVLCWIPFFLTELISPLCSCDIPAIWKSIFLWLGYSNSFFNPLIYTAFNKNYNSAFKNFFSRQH
Ecoli viability – counter-screen for AddAB inhibitors: E. coli growth inhibition | actives 0.27% (n = 330,000) | inhibition, % at 11.9 µM | E. coli V3065 growth, OD600 absorbance, 18 h | AID 449728;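 active means inhibition above the campaign's mean inhibition across all tested compounds plus 3 SD, cut at about 9.9% in these data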;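 further: uninfected addAB+ strain grown without phage in ampicillin broth; 0% = DMSO wells and 100% = ciprofloxacin 0.95 µg/ml wells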
HTR5A inv ctr – HTR5A inverse agonism, opioid heterodimer counter-screen | P47898 | HTR5A cell line, luminescence | inhibition, % at 9.3 µM | actives 0.083% (n = 340,000) | AID 504634; in the data active means inhibition mostly above about 23%, no sharp cut-off; inactive means mostly below about 18%;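 further: 0% = cells with DMSO and 100% = no-cell wells with DMSO; some compounds called inactive have numbers as strong as hits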
PKA-R2B activ – activators of human PKA-R2B complex | actives 0.079% (n = 340,000) | activation, % at 11.4 µM | PKA-R2B holoenzyme dissociation, Cy5-IP20 fluorescence polarization; R2B truncated from residue 108, S112A mutant; 0% DMSO only, 100% 113 µM cGMP | P22694+P31323;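 active means activation above a cutoff set at the mean over all compounds plus 3 SD, cut at about 18% in these data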;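 further: higher means more holoenzyme dissociation and a rise in polarization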
Target sequence (P31323 whole entry, looked up, other chains not shown, the tested form may be a part): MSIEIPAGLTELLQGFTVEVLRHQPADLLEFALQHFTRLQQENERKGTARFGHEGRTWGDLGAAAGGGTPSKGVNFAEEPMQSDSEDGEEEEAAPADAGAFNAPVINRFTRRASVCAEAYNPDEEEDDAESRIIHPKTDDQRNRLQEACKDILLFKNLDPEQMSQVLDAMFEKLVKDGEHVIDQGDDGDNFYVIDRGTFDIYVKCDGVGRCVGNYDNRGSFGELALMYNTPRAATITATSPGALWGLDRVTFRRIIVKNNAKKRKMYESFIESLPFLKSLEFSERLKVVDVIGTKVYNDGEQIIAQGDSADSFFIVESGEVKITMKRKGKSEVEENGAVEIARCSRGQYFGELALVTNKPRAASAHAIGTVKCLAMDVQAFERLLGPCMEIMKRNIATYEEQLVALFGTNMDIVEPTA
phage Ecoli inh – E. coli growth loss with phage present | growth absorbance | actives 0.26% (n = 360,000) | inhibition, % at 11.9 µM; in the data active means inhibition above about 11%
AddAB inh – less growth of phage-infected E. coli with AddAB; E. coli expressing H. pylori AddAB, absorbance growth; inhibition, % at 11.9 µM; actives 0.29% (n = 330,000); in the data active means inhibition above about 12%;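 further: 0% = vehicle wells of infected cells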
CDK5 p35 inh – inhibitors of human CDK5/p35 kinase | Q00535+Q15078 | AID 488839 | Recombinant CDK5/p35, ADP-Glo luminescence, 60 min | actives 0.01% (n = 330,000) | inhibition, % at 10 µM;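 active means highest replicate inhibition of at least 50% and at least 75% of replicates reaching 50%; inconclusive means only one of the two criteria met; inactive means both criteria failed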;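 further: plate controls were DMSO neutral control for no effect and GW8510 at 10 µM for full effect; many of its hits are not listed in these tables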
Mot1-301 SUMO – inhibitors of SUMOylation pathway: yeast Mot1-301 growth rescue; growth rescue, % at 18.8 µM; actives 1% (n = 320,000); AID 2716; S. cerevisiae Mot1-301 growth rescue, ATP luminescence, 38.5C; percent above DMSO median, 100 means doubled;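 active means every valid replicate shows activation above 250% relative to neutral control wells; inactive means the rest, any valid replicate at or below 250%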;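 further: OY570 slx delta 5 strain wells were the positive control but not used for scaling; some compounds called inactive have numbers as strong as hits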
Tat transport – E. coli Tat transport inhibition | E. coli MC4100 TorA-mCherry Tat export, fluorescence | inhibition, % at 10 µM | actives 0.036% (n = 340,000) | AID 488895;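 active means mean replicate inhibition at least 50% and at least half of replicates individually reaching 50%; inconclusive means only one of the two criteria met; inactive means neither criterion met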;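 further: exported cargo escapes ClpAP degradation while cytoplasmic cargo is degraded and loses fluorescence; 0% = median of neutral control wells and 100% = median of NaSCN control wells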
An asterisk follows results filed as active; ? = inconclusive; / = no result given.

Start of the listing, in advance:
SMILES,DAGLB inh,PKA-R1A act,HTR5A ag,Ecoli viability,HTR5A inv ctr,PKA-R2B activ,phage Ecoli inh,AddAB inh,CDK5 p35 inh,Mot1-301 SUMO,Tat transport
Cc1sc2nc(SCC(=O)NCc3ccco3)n(CCc3ccccc3)c(=O)c2c1C,-2,-10,7,-0.6,-1,-12,-0.5,-1.1,-1.9,123,2
O=C(O)CSc1nc(-c2ccccc2)nc2c1CCCC2,2,1,4,-1.4,0,3,2.9,-0.9,0.4,-9,2
Cc1ccccc1NC(=O)c1c(-c2ccccc2)noc1C,0,4,-1,1.0,-17,1,2.9,-0.7,0.2,-10,0
COCCc1nnc(NC(=O)C23CC4CC(CC(C4)C2)C3)s1,0,1,-4,-1.7,17,-7,-2.9,-1.1,-1.5,-2,-4
CCCCC(=O)Nc1ccc(NC(=O)c2ccc(C)c([N+](=O)[O-])c2)cc1OC,-5,-10,2,-1.2,4,-2,0.4,0.7,0.1,14,6
NC(=O)c1cc2cc(Br)ccc2o/c1=N/NC(=O)c1cccc(F)c1,-1,-5,2,/,-9,-10,0.8,/,-0.3,6,15
CCOC(=O)c1ccc(NC(=O)NNC(=O)CCc2ccc(OC)cc2)cc1,-3,-9,-3,/,6,-11,1.2,/,1.6,-8,-4
COc1ccc(C)cc1NC(=O)COC(=O)CCC(=O)c1cccs1,2,-5,-7,0.9,18,-9,-0.1,2.2,-1.1,34,-5
CCc1ccc(N(CC(=O)Nc2ccc(OC)cc2OC)S(C)(=O)=O)cc1,1,-2,-6,3.4,14,-8,0.9,-1.0,0.5,-6,1

Main list, repeating the preview:
SMILES,DAGLB inh,PKA-R1A act,HTR5A ag,Ecoli viability,HTR5A inv ctr,PKA-R2B activ,phage Ecoli inh,AddAB inh,CDK5 p35 inh,Mot1-301 SUMO,Tat transport
Cc1sc2nc(SCC(=O)NCc3ccco3)n(CCc3ccccc3)c(=O)c2c1C,-2,-10,7,-0.6,-1,-12,-0.5,-1.1,-1.9,123,2
O=C(O)CSc1nc(-c2ccccc2)nc2c1CCCC2,2,1,4,-1.4,0,3,2.9,-0.9,0.4,-9,2
Cc1ccccc1NC(=O)c1c(-c2ccccc2)noc1C,0,4,-1,1.0,-17,1,2.9,-0.7,0.2,-10,0
COCCc1nnc(NC(=O)C23CC4CC(CC(C4)C2)C3)s1,0,1,-4,-1.7,17,-7,-2.9,-1.1,-1.5,-2,-4
CCCCC(=O)Nc1ccc(NC(=O)c2ccc(C)c([N+](=O)[O-])c2)cc1OC,-5,-10,2,-1.2,4,-2,0.4,0.7,0.1,14,6
NC(=O)c1cc2cc(Br)ccc2o/c1=N/NC(=O)c1cccc(F)c1,-1,-5,2,/,-9,-10,0.8,/,-0.3,6,15
CCOC(=O)c1ccc(NC(=O)NNC(=O)CCc2ccc(OC)cc2)cc1,-3,-9,-3,/,6,-11,1.2,/,1.6,-8,-4
COc1ccc(C)cc1NC(=O)COC(=O)CCC(=O)c1cccs1,2,-5,-7,0.9,18,-9,-0.1,2.2,-1.1,34,-5
CCc1ccc(N(CC(=O)Nc2ccc(OC)cc2OC)S(C)(=O)=O)cc1,1,-2,-6,3.4,14,-8,0.9,-1.0,0.5,-6,1
C=CCc1cccc(OC)c1OCCOCCNCCO,-1,-7,-4,-1.1,-13,-2,2.3,-1.7,0.0,-9,-5
Brc1ccc(N=Nc2ccc3ccccc3n2)cc1,2,-23,1,0.5,0,-12,3.1,0.0,4.8,-39,0
Cc1nn(-c2ccccc2)c(C)c1/C=C1\C(=O)N(C)C(=S)N1C,-1,-10,0,1.5,5,-11,0.8,0.6,-0.3,-6,3
Cc1ccccc1NC(=O)c1ccc(CN2CC(=O)N3CCCCC3C2=O)cc1 (stereo unspecified),-3,-10,6,0.9,-18,-8,1.8,2.3,-0.2,6,3
O=C(CSCc1ccc(Br)cc1)NCCc1ccccc1,-5,-6,2,-0.9,-7,-8,3.5,2.8,-2.3,2,0
O=C(NC1CCN(Cc2ccccc2)CC1)c1ccccc1OCc1ccccc1Cl,-5,-8,-3,0.8,-16,-4,1.2,-0.3,-0.7,2,-4
COc1ccc(N2CCN(C(=O)CN3C(=O)c4ccccc4S3(=O)=O)CC2)cc1,-1,6,-3,2.6,-33,-13,3.3,2.7,-6.2,/,-1
CC(CNS(=O)(=O)c1ccc(Br)cc1)CN(C)C (stereo unspecified),-1,-1,0,1.6,-1,-2,2.9,2.0,-4.9,24,12
CCc1noc(C)c1C(=O)NNC(=O)c1ccc(F)cc1,1,-15,-1,1.2,5,-3,1.8,-0.3,0.0,-22,-8
O=C(NCCN1CCCCC1)Nc1ccc(Cl)cc1,-1,-3,8,-0.9,-30,8,0.9,2.7,2.3,-12,-1
COc1cccc(NC(=O)c2ccccc2Br)c1,-1,-2,-3,0.0,10,3,3.0,1.8,-0.8,-15,-15

Limited to Ecoli viability, Tat transport and HTR5A ag, for some of the entries so far:
structure,Ecoli viability,Tat transport,HTR5A ag
O=C(NCCN1CCCCC1)Nc1ccc(Cl)cc1,-0.9,-1,8
COc1cccc(NC(=O)c2ccccc2Br)c1,0.0,-15,-3

Further entries follow:
SMILES,DAGLB inh,PKA-R1A act,HTR5A ag,Ecoli viability,HTR5A inv ctr,PKA-R2B activ,phage Ecoli inh,AddAB inh,CDK5 p35 inh,Mot1-301 SUMO,Tat transport
COc1ccc(CCC(=O)Nc2ccc3c(c2)OCO3)cc1OC,-2,2,3,-0.4,3,4,4.4,2.6,-0.7,-17,-4
COc1cccc(OC)c1C(=O)Nc1ccc(C)cc1C(=O)c1ccccc1,-2,-5,2,-0.3,5,-9,3.3,1.4,0.0,293,2
CCOC(=O)c1c(CSc2ccccc2)oc2cc(Br)c(O)c(CN(C)C)c12,-1,0,5,-0.2,-16,-4,1.7,-0.9,0.7,149,8
COc1cccc(-c2nc(=S)c3c(n2CCCO)CCCC3)c1,-1,-5,0,1.7,-1,-8,0.3,1.6,-2.6,-4,2
Cc1onc(-c2ccccc2Cl)c1C(=O)N(Cc1nc(-c2ccccc2)no1)C1CCCCC1,-10,-7,-1,2.7,17,1,1.5,2.3,-1.1,3,17
COc1cccc(-n2cc(C(=O)NCCCOC(C)C)c3ccccc3c2=O)c1,-3,-8,3,-3.6,-11,-8,-0.8,1.3,0.8,212,-5
O=C(COC(=O)c1cnccn1)Nc1cccc2ccccc12,1,-8,0,0.6,0,-1,-1.5,2.2,-1.7,-14,1
O=C1NCCCC1C(=O)N/N=C/c1cccc([N+](=O)[O-])c1 (stereo unspecified),/,/,/,-2.0,/,/,2.5,-1.6,2.1,108,0
O=C(CCn1c(=S)oc2ccccc21)Nc1cccc(O)c1,0,3,3,2.0,-4,-11,2.6,2.5,-1.1,30,3
COc1cc(OC)c(OC)cc1CN1CCSCC1,0,4,-2,/,10,-2,3.5,/,-0.6,-5,-3
Cc1ccc(NC(=O)c2cc([N+](=O)[O-])ccc2NCc2cccnc2)cc1,1,-11,-5,-0.6,3,-4,0.6,1.1,0.6,/,7
CCCc1nnc(NC(=O)CCC(=O)N2CCN(Cc3ccc(OC)c(F)c3)CC2)s1,2,-1,5,-4.1,-40,-8,3.0,2.6,0.4,9,-1
O=[N+]([O-])c1cccc(C(O)C23CN4CN(CN(C4)C2)C3)c1 (stereo unspecified),-9,-1,4,-0.8,-8,-5,2.0,3.0,-3.8,-19,-6
CCc1ccc(NC(=O)c2noc(C(C)C)c2[N+](=O)[O-])cc1,-4,0,-1,1.3,3,3,3.0,4.5,-10.0,54,6
COC(=O)c1sccc1NC(=S)N1CCN(c2ccc(F)cc2)CC1,-20,2,5,1.2,-8,-8,5.2,0.5,3.6,79,4
Cc1ccc(C(=O)NCC(=O)NNC(=O)CN(C)S(=O)(=O)c2ccc(Cl)cc2)s1,1,-8,-4,1.5,6,-2,3.1,0.3,-0.9,11,1
CCN(CC(=O)Nc1c(F)cccc1F)C(=O)COc1cccc2c1OC(C)(C)C2,2,3,0,-1.2,0,-10,0.7,-0.2,-0.8,-7,0
CC(C)(CNC(=O)CNC(=O)c1ccc(Cl)cc1Cl)N1CCOCC1,-4,-1,0,/,-1,6,2.6,/,1.0,/,-6
Oc1oc(-c2ccc(Br)cc2)nc1/C=N/c1ccccn1,1,0,-3,-0.9,-11,2,1.9,-0.5,0.7,18,3
COc1cc(/C=N/N=C2/NC(=O)C(c3ccccc3)S2)ccc1O (stereo unspecified),1,-3,1,-1.8,20,-5,2.9,-0.7,-0.1,-10,-18
Cc1ccc(NC(=O)CCc2nnc3ccc(N4CCC5(CC4)OCCO5)nn23)cc1F,0,5,-2,0.8,5,4,2.3,2.5,-1.0,-10,16
O=C(Nc1nnc(S(=O)(=O)N2CCCCCC2)s1)c1ccccc1Br,7,16,1,0.3,-4,8,1.1,0.8,-2.2,10,?
CCCCC(=O)Nc1ccc(NC(=O)CC)cc1OC,0,2,1,-0.9,-13,-5,3.6,2.5,2.6,22,1
COc1ccc2[nH]c(=O)c(CN(CC3CCCO3)C(=S)Nc3ccc(C)cc3)cc2c1 (stereo unspecified),3,-1,3,3.1,-7,7,2.1,2.5,-1.0,-10,12
